bovine MsrA act = bovine methionine sulfoxide reductase A activation. activation, % at 10.6 µM. AID 602163. purified bovine MsrA, absorbance read-out. hit rate 0.3% among 360,000; in the data active means activation above about 7.5%;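 further: 0% = vehicle and 100% = reference activator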
MT1-MMP act inh = MT1-MMP (human) activation inhibition | AID 651647 | hit rate 0.061% among 360,000 | HT1080 RFP-PRO-GFP cells, GFP/RFP ratio fluorescence, overnight; percent of plate control window, DMSO zero | P50281 | GFP/RFP ratio change, % at 20 µM;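 active means GFP/RFP ratio change of at least 30% with cell ATP level not reduced by more than half and red fluorescence within 50% of control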; further: strong numbers were not always called active
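Assay system – RFP-PRO-GFP reporter HT1080 cells · Compound dosing – single dose of 20 µM compound, 1% DMSO final · Incubation – overnight compound exposure at 37 °C · Measure – GFP/RFP fluorescence ratio · Benchmarks – DMSO wells and RFP-L50D-GFP cells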
SKN-1 block = inhibitors of C. elegans SKN-1 | C. elegans VP596 Pgst-4::GFP/RFP ratio, acrylamide-induced, 24 h | inhibition, % at 21.8 µM | hit rate 0.49% among 360,000;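 active means interference check ratio from 0.5 to 1.5 plus GFP to RFP signal ratio inhibition reaching or exceeding a fixed threshold, cut at about 30% in these data, passing the limit was not always enough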; further: some compounds called inactive have numbers as strong as hits
Rin1-Abl PPI inh = blocks binding of human Rin1 to Abl; inhibition, % at 7.35 µM; TR-FRET Rin1/Abl binding, biochemical; P00519+Q13671; hit rate 0.4% among 360,000; in the data active means inhibition above about 5%, passing the limit was not always enough
Neddyl block = blocks human cullin neddylation. hit rate 0.58% among 360,000. AID 651699. P61081+Q13564. calls only at 25 µM. TR-FRET cullin neddylation, biochemical; in the data active means inhibition above about 36%
Target sequence (P61081 whole entry, looked up): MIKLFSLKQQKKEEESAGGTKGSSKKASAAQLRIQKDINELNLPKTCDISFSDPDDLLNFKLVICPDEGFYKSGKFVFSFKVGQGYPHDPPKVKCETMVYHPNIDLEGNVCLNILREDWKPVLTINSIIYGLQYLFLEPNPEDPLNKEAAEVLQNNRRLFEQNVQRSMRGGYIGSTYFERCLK
Target sequence (Q13564 whole entry, looked up): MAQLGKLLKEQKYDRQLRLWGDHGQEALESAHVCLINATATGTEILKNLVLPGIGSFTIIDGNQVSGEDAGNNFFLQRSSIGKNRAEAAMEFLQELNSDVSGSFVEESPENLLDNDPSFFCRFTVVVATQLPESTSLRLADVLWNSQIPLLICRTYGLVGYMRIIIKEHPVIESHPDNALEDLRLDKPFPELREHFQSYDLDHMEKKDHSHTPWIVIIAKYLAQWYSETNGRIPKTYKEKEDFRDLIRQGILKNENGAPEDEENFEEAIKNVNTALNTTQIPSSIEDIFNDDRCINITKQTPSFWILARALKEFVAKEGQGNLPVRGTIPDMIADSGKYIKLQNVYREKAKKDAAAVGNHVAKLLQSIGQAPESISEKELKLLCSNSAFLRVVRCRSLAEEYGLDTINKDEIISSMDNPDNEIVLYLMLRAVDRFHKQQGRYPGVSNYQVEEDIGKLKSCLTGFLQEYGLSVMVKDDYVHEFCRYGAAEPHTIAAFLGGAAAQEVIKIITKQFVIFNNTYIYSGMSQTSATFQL
MsrA inh = bovine MsrA inhibition; purified bovine MsrA, absorbance read-out; inhibition, % at 15.5 µM; hit rate 0.75% among 360,000; AID 651718; in the data active means inhibition above about 4.5%;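 further: 0% = vehicle wells with enzyme and 100% = reference inhibitor wells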
E coli Lon inh = E. coli protease La inhibition; P0A9M0; purified E. coli Lon protease, fluorescence polarization; inhibition, % at 7.94 µM; hit rate 0.42% among 360,000; AID 602123; in the data active means inhibition above about 13%, passing the limit was not always enough;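 further: 0% = enzyme with probe and DMSO and 100% = no enzyme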
FAS TE block = FAS thioesterase (human) inhibition; P49327; recombinant FAS-TE, OMFH fluorogenic substrate, fluorescence endpoint; inhibition, % at 15 µM; hit rate 0.67% among 360,000; AID 602261;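 active means compounds whose normalised, plate-corrected inhibition of enzyme fluorescence in the single-dose primary screen is 50% or more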;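 further: 0% = DMSO with enzyme and 100% = substrate without enzyme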
CendR NRP1 mod = alters CendR peptide binding to human NRP-1. O14786. FAM-RPARPAR peptide binding to NRP-1, fluorescence polarization. inhibition, % at 25 µM. hit rate 0.85% among 360,000. AID 602438;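 active means inhibition or corrected inhibition above about 18%, plus a signal ratio from 0.5 to 1.5, limit read from the data, passing the limit was not always enough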; further: strong numbers were not always called active
Starred values were filed as active, the others as inactive; i = inactive; / = not tested or not shown. Rows are unselected; any-hit rate near 4.2%.

SMILES | bovine MsrA act | MT1-MMP act inh | SKN-1 block | Rin1-Abl PPI inh | Neddyl block | MsrA inh | E coli Lon inh | FAS TE block | CendR NRP1 mod
O=C(N/N=C/c1ccc[nH]1)c1cccc(Br)c1 | -1 | -13 | -18 | -1 | i | 4.7* | -5 | -5 | 0
Cc1noc(C)c1C(=O)OCC(=O)c1c(N)n(CC(C)C)c(=O)n(C)c1=O | -3 | 0 | -34 | 6 | i | 0.5 | 1 | -7 | -3
COc1ccc(NC2CCCN(C(=O)c3ccc(OC)o3)C2)cc1 (stereo not drawn) | -3 | 0 | 9 | -1 | i | -0.5 | -4 | -4 | 16
CCc1c(C(C)=O)oc2ccc3c(C)cc(=O)oc3c12 | -5 | -2 | 3 | -3 | i | -0.5 | 0 | 10 | -7
CSc1ncccc1C(=O)Nc1cccc(S(=O)(=O)N(C)c2ccccc2)c1 | -3 | 4 | 4 | 1 | i | -0.2 | 3 | 10 | -14
CC1CN(C(=O)COC(=O)c2cc(Cl)ccc2[N+](=O)[O-])CC(C)O1 (stereo not drawn) | -2 | -1 | 23 | -1 | i | 0.9 | -1 | 1 | 8
CCOC(=O)CN(C(=O)COc1nc(-c2ccccc2)cc(C)c1C#N)c1cccc(OC)c1 | 2 | -19 | 10 | -1 | i | 0.0 | 9 | 52* | -7
CCOc1ccc(NC(=O)CN(C)C(=O)CN2C(=O)C3CC=CCC3C2=O)cc1OCC (stereo not drawn) | -5 | -1 | -6 | 7 | i | -0.6 | 10 | -7 | -4
COc1ccc(N(Cc2ccccc2)S(=O)(=O)c2cccc(C(=O)Nc3ncccc3C)c2)cc1 | -1 | -1 | 5 | 3 | i | 0.4 | -4 | 19 | 5
CC(C)(C)C(c1nc2ccccc2[nH]1)n1c(-c2ccsc2)nc2ccccc21 (stereo not drawn) | / | -10 | 14 | / | i | 0.6 | / | / | -6
O=C(c1ccc(F)cc1)n1c(=S)nc2ccccn21 | -3 | 4 | 12 | 1 | i | 0.5 | 1 | -8 | -1
COc1ccc(CCNC(=O)C(=O)NCC2OCCN2S(=O)(=O)c2ccc(Cl)cc2)cc1OC (stereo not drawn) | -1 | -1 | -8 | 2 | i | 0.1 | 0 | -6 | -7
C/C(=N/NC(=O)CNC(=O)c1ccncc1)c1ccc(Cl)cc1 | -3 | 3 | 5 | -4 | i | -1.4 | 9 | -6 | 2
CS(=O)(=O)N1CCN(c2ccccc2NC(=O)CSc2nnc(-c3ccco3)o2)CC1 | -3 | 0 | 7 | -4 | i | 1.0 | -6 | -2 | 2
COc1ccc(C(OC(=O)c2ccco2)C(=O)NC2CCCC2)cc1 (stereo not drawn) | -2 | 0 | -14 | 0 | i | -0.1 | -7 | -3 | -2
O=C(Oc1c(Cl)cc(Cl)c2cccnc12)N1CCCCC1 | -2 | 0 | 6 | -1 | i | 0.4 | -2 | 4 | -22
C=CCNc1nc(N2CCOCC2)c(C#N)c2c1CN(C)CC2 | -1 | -17 | 27 | -7 | / | 1.9 | -6 | -11 | 0
N#Cc1ccccc1OCCn1cncn1 | -4 | -2 | -17 | -1 | i | -0.6 | -3 | -5 | 3
CC(=O)c1ccc(C(=O)N2CCc3c([nH]c4ccccc34)C2c2cccc(C)n2)s1 (stereo not drawn) | -1 | -1 | -6 | -2 | i | -1.8 | -3 | 24 | 0
COC(=O)C1C(C(C)C)N(c2ccccc2)OC1(C)O (stereo not drawn) | -2 | 3 | 2 | 1 | i | 0.5 | 0 | -8 | -1

A few values from the list.
N#Cc1ccccc1OCCn1cncn1 | MT1-MMP act inh: -2
O=C(c1ccc(F)cc1)n1c(=S)nc2ccccn21 | FAS TE block: -8

(next part)
SMILES | bovine MsrA act | MT1-MMP act inh | SKN-1 block | Rin1-Abl PPI inh | Neddyl block | MsrA inh | E coli Lon inh | FAS TE block | CendR NRP1 mod
Cc1ccnc(NS(=O)(=O)c2ccc(NC(=O)c3ccc(N4C(=O)CCC4=O)cc3)cc2)n1 | -12 | / | -7 | 6 | i | 0.2 | -4 | -10 | -16
Cc1ccc(S(=O)(=O)N2CCCc3cc(NC(=O)c4c(F)cccc4F)ccc32)cc1 | -8 | 2 | 4 | 0 | i | -0.3 | 0 | 19 | 7
O=C(NCC1COc2ccccc2O1)c1ccc(-n2cncn2)c([N+](=O)[O-])c1 (stereo not drawn) | -4 | 3 | 4 | 5 | i | -0.5 | 9 | 1 | 3
CCN(CC)C(=O)CN(Cc1ccccc1)S(=O)(=O)c1ccc(F)cc1 | -2 | 0 | 0 | 0 | i | -0.1 | 1 | -4 | 10
Cc1noc(C)c1C(=O)N1CCC1(C)C(=O)NS(=O)(=O)c1cccs1 (stereo not drawn) | -2 | 1 | 18 | -4 | i | 0.8 | -3 | -7 | 4
COc1ccc(C(=O)C2CCCN(C(=O)c3noc4c3CCCC4)C2)cc1F (stereo not drawn) | -2 | 1 | -7 | 6 | i | -0.9 | 7 | 2 | -1
Cc1ccccc1S(=O)(=O)N(C)C[C@H]1OCc2cnnn2CCCC(=O)N([C@H](C)CO)C[C@H]1C | -1 | 3 | -6 | -4 | i | -0.1 | -2 | -6 | -10
CS(=O)(=O)c1ccc2nc(NC(=O)C3C4C=CC(C4)C3C(=O)O)sc2c1 (stereo not drawn) | -2 | -1 | 8 | -1 | i | -0.7 | 0 | -13 | -3
O=C(Cc1ccc(Cl)cc1)NC(=S)Nc1ccccc1O | -3 | 0 | 10 | -1 | i | -0.9 | -3 | -2 | 5
Cc1cc(C)cc(-n2c(C)cc(/C=N/NC(=O)CN(c3c(C)cccc3C)S(C)(=O)=O)c2C)c1 | -6 | 1 | 12 | -2 | i | 0.8 | -5 | 15 | 6
CCOC(=O)N1CCC(N(CCN(C)C)C(=S)Nc2ccccc2Cl)CC1 | -1 | -1 | -8 | -2 | i | -0.6 | -3 | -8 | -13
O=C(NC(=S)Nc1ccc(S(=O)(=O)N2CCCCCC2)cc1)c1cccs1 | -2 | 1 | 5 | -1 | i | -1.2 | -3 | 8 | 1
CC(NC(=O)COc1cccnc1[N+](=O)[O-])c1ccc(Cl)cc1 (stereo not drawn) | -1 | 2 | -2 | 4 | i | -0.3 | -4 | 12 | 11
COC(=O)C1(C)NCCc2c1[nH]c1ccccc21 (stereo not drawn) | -1 | 2 | 2 | 0 | i | -0.1 | -12 | -7 | 3
COc1cc(/C=C(\C#N)c2ccccn2)ccc1OCC(=O)Nc1ccc(Br)cc1 | -3 | -2 | 4 | 5 | i | -0.1 | 6 | -8 | -8
CCCCCC(=O)N1C[C@H](O)[C@@H](n2cc(COC(=O)c3ccccc3)nn2)C[C@@H]1c1ccccc1 | -1 | 3 | 0 | -2 | i | 0.2 | -6 | -2 | 6
Cc1cccc(CC2S/C(=N/c3cccc(C)n3)NC2=O)c1 (stereo not drawn) | -2 | 4 | 14 | -2 | i | -0.3 | 7 | 0 | 8
Cc1ccc(NS(=O)(=O)Cc2ccccc2)cc1Cl | 4 | -1 | 9 | 2 | i | -0.3 | -11 | 7 | -4
Cc1ccc(C(OC(=O)c2ccco2)C(=O)NC(C)(C)C)cc1 (stereo not drawn) | -5 | -3 | -2 | -1 | i | -0.4 | 0 | -2 | 0
Cc1ccc(C(=O)N2CC(C)CC(C)C2)cc1S(=O)(=O)N1CCCCC1 (stereo not drawn) | -3 | 8 | 6 | 4 | i | 0.3 | 5 | 3 | 11

Quoted from above for reference:
SMILES | bovine MsrA act | MT1-MMP act inh | SKN-1 block | Rin1-Abl PPI inh | Neddyl block | MsrA inh | E coli Lon inh | FAS TE block | CendR NRP1 mod
CCCCCC(=O)N1C[C@H](O)[C@@H](n2cc(COC(=O)c3ccccc3)nn2)C[C@@H]1c1ccccc1 | -1 | 3 | 0 | -2 | i | 0.2 | -6 | -2 | 6
Cc1cccc(CC2S/C(=N/c3cccc(C)n3)NC2=O)c1 (stereo not drawn) | -2 | 4 | 14 | -2 | i | -0.3 | 7 | 0 | 8
Cc1ccc(NS(=O)(=O)Cc2ccccc2)cc1Cl | 4 | -1 | 9 | 2 | i | -0.3 | -11 | 7 | -4
Cc1ccc(C(OC(=O)c2ccco2)C(=O)NC(C)(C)C)cc1 (stereo not drawn) | -5 | -3 | -2 | -1 | i | -0.4 | 0 | -2 | 0
Cc1ccc(C(=O)N2CC(C)CC(C)C2)cc1S(=O)(=O)N1CCCCC1 (stereo not drawn) | -3 | 8 | 6 | 4 | i | 0.3 | 5 | 3 | 11

New compounds follow
SMILES | bovine MsrA act | MT1-MMP act inh | SKN-1 block | Rin1-Abl PPI inh | Neddyl block | MsrA inh | E coli Lon inh | FAS TE block | CendR NRP1 mod
CCn1c(SCCN2CCOCC2)nc2c1c(=O)n(C)c(=O)n2C | 1 | -4 | -7 | 0 | i | -0.1 | -12 | -4 | 9
COc1cc(N2C(=O)c3ccccc3C2=O)c(Cl)cc1C(=O)OCC(=O)N(C)C | -4 | 3 | 7 | -3 | i | 1.9 | 3 | -5 | 2
CC(C)CC(=O)Nc1cccc(NC(=O)CC(C)C)n1 | -3 | 3 | -8 | 0 | i | 0.0 | -2 | -6 | -11
COc1ccc2c(CSc3nc4nc(C)cc(C)n4n3)cc(=O)oc2c1 | -1 | -8 | 8 | -5 | i | 3.4 | 2 | 5 | 0
CCCc1nc2c3ccccc3ccn2c1Cc1cccc(F)c1 | -1 | 3 | 16 | 2 | i | 1.2 | -2 | 17 | -17
CN(CC(=O)NC1CC1)S(=O)(=O)c1cc(Cl)ccc1Cl | -10 | 0 | -19 | -1 | i | 0.6 | -4 | -5 | 15
CCOc1ccccc1CN1CCN(Cc2cccc3nonc23)CC1CCO (stereo not drawn) | 0 | -3 | 11 | 5 | i | 1.1 | 3 | -3 | 2
CCNS(=O)(=O)c1ccc2c(c1)n(C)c(=O)n2C | -5 | -1 | -2 | 0 | i | -0.4 | -6 | -2 | 0
CCS(=O)(=O)N1CCC(c2nc3ccccc3[nH]2)CC1 | 0 | 0 | -3 | -3 | i | 0.6 | 5 | -4 | 8
CCN(C1CCS(=O)(=O)C1)S(=O)(=O)c1ccc(OC)c(OC)c1 (stereo not drawn) | -6 | -1 | -13 | -2 | i | -0.2 | -1 | -6 | -2
Cc1ccccc1CN1CCN(C(=O)[C@H]2O[C@@H](n3cnc4c(N)ncnc43)[C@H](O)[C@@H]2O)CC1 | -6 | 3 | 2 | 3 | i | -0.9 | -5 | -8 | -2
O=C(COC(=O)c1ccc(Cl)cc1[N+](=O)[O-])NC(=O)c1ccccc1 | -5 | -5 | 9 | 4 | i | -0.9 | 0 | 8 | -12
CCOc1ccc(C(=O)NCC(=O)N2CCc3ccccc3C2)cc1OCC | 0 | -2 | -4 | 3 | i | -0.9 | 9 | -3 | 11
CCOc1ccc(S(=O)(=O)NCCC(=O)N2CC(C)CC(C)C2)cc1 (stereo not drawn) | -6 | -3 | -5 | 5 | i | -0.3 | -12 | 4 | -2
COc1ccc(/C=N/NC(=O)OC(C)(C)C)cc1OC | 3 | 2 | 12 | 3 | i | -0.2 | 4 | -9 | -21
